A-T KAP1 phos – potential ataxia-telangiectasia treatments restoring KAP-1 phosphorylation | AID 485349 | […] A-T fibroblasts, KAP-1 phosphorylation AlphaLISA; neocarzinostatin DNA damage 30 min before lysis | Potency, µM (titrated, usually from 57.5 µM), for the others: at the top dose activation, most hits filed as activators | 0.19% of 320,000 active; also: potency is read from the fitted curve at half-maximal effect; % of control where 0% means no effect; nearly all actives have a fitted effect of over 45% in size
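hTERT-immortalized A-T patient fibroblasts ([…]), 500 cells/well in OPTI-MEM, 1% FBS, got compounds for 60 min, then NCS for 30 min at 37C. Lysates were then assayed for phospho-KAP-1 by AlphaLISA (anti-pKAP1 donor, anti-KAP1 acceptor beads), 6 hr at 25C.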
CXXC DNA block – MLL CXXC-DNA interaction inhibition. MLL-CXXC / FITC-HOXA9 DNA fluorescence polarization. Potency, µM (top dose mostly 115 µM), inactives show at the top dose activity change, negative = inhibition, hits mostly inhibitors. 0.037% of 290,000 active. AID 2662; active = well fitted inhibition curve with a large enough effect in the polarisation, with a control signal flat, not every such curve was filed as active; inconclusive = small, poorly fitted or top-dose-only effect, or effect the other way, or a change in a side signal; inactive = no such curve, though single readings can be large or run the other way; the % refers to the polarisation; also: potency is read from the fitted curve at half-maximal effect
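Fluorescence polarization: 7 uM MLL-CXXC (stock) preincubated 5 min with compounds, then 50 nM fluorescein-HOX-A9 DNA (stock) added; 30 min ambient. Buffer 50 mM Tris-HCl pH 7.5, 50 mM NaCl, 1 mM DTT, 0.05% BSA.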
a7 integrin act – activators of alpha7 integrin expression for muscular dystrophy. AID 624291. Potency, µM (titrated, usually from 38.3 µM), without a hit: at the top dose activation, most hits filed as activators. alpha7betagal myoblasts, beta-gal FDG fluorescence, 48 h. 0.064% of 350,000 active;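 also: potency is read from the fitted curve at half-maximal effect; 100% = response of the positive control SU9516; nearly all actives have a fitted effect of over 60% in size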
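Alpha7betagal+/- myoblasts (passage 13) were plated 16-24 hr, then exposed to compounds (1:260 dilution of DMSO stock) for 48 hours at 37C. After MPER lysis, β-galactosidase reporter activity was read as FDG fluorescence (ex 480/em 540) after 30 minutes.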
Menin MLL FP TR – inhibitors of human menin-MLL interaction, mutant MLL peptide; O00255; Menin + Texas Red MLL mutant peptide, fluorescence polarization; Potency, µM (series often up to 61.6 µM), without a hit: at the highest dose FP activity change, negative = inhibition, actives largely listed as inhibitors; 0.23% of 270,000 active; AID 1768; active = well fitted inhibition curve with a large enough effect in the polarisation, with a control signal flat, not every such curve was filed as active; inconclusive = small, poorly fitted or top-dose-only effect, or effect the other way, or a change in a side signal; inactive = no such curve, though single readings can be large or run the other way; the % refers to the polarisation; also: potency is read from the fitted curve at half-maximal effect; % of control where 0% means no effect; many of its hits are not listed in these tables
TCR activator – T cell receptor activation; primary human leukocytes, anti-CD3, IL-2 HTRF, 48 h; 330,000 tested, under 10 active; AID 504894; Potency, µM (highest dose often 9.22 µM), without a hit: at the highest dose activation of IL-2 secretion, most hits filed as activators; also: % of control where 0% means no effect
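Primary human leukocytes receive a-CD3 beads and test compound and are incubated 48 hr. Secreted IL-2 is then assayed by HTRF, measuring 665nm acceptor emission after 320nm excitation of the europium donor.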
TSHR antag – human thyrotropin receptor antagonism; P16473; TSHR-expressing cells, TSH-stimulated cAMP HTRF, 2 h; hits give low values; activity change, negative = inhibition, % at 11.5 µM; 0.2% of 330,000 active; AID 504810;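 active = activity change below a set negative limit, meaning inhibition stronger than a set level, cut at about -70% in these data; inconclusive = activity change between two set negative limits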; also: % is scaled to controls: 0 for no effect and ±100 for the full control effect
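TSHR-expressing cells were treated with compounds, then stimulated with TSH at EC80 (4nM final) for 2 hours at 37 deg C. Cellular cAMP was measured by HTRF competition between lysate cAMP and cAMP-d2 for a cryptate-labelled anti-cAMP antibody.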
MBNL1-CUG inh – inhibitors of human MBNL1 binding to CUG repeat RNA; 0.036% of 280,000 active; Q9NR56; TR-FRET MBNL1-His/biotin-(CUG)12 binding, 665/545 ratio; Potency, µM (doses to about 57.5 µM), without a hit: top-dose activity change, negative = inhibition, hits mostly inhibitors; active = well fitted inhibition curve with a large enough effect in the signal ratio, with a control signal flat, not every such curve was filed as active; inconclusive = small, poorly fitted or top-dose-only effect, or effect the other way, or a change in a side signal; inactive = no such curve, though single readings can be large or run the other way; the % refers to the signal ratio; also: potency is read from the fitted curve at half-maximal effect; % is scaled to controls: 0 for no effect and ±100 for the full control effect
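Compound titration spanned 92 nM–58 uM against the MBNL1-His/biotin-(CUG)12 complex. After 60 min at room temperature with 5 nM streptavidin-XL665 and 0.055 ng/ul terbium anti-His, ratiometric 665/545 nm emission (Ex 340 nm) normalized to controls.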
Mito fusion yeast – mitochondrial division inhibition or fusion activation. Potency, µM (series often up to 46.1 µM), inactives show at the highest dose growth rescue (activation), usual class: activators. AID 485298. S. cerevisiae fusion-defective mutant growth rescue, CellTiterGlo 48 h. 0.23% of 320,000 active;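 also: potency is read from the fitted curve at half-maximal effect; % of control where 0% means no effect; nearly all actives have a fitted effect of over 45% in size; temperature-sensitive fusion mutants such as fzo1-1 at 37 °C on non-fermentable ethanol glycerol medium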
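S. cerevisiae fusion-defective temperature-sensitive mutants (e.g. fzo1-1, mgm1-5) grown 48 h at 37C in YPEG (ethanol/glycerol non-fermentable) medium with 23 nl compound per well; growth rescue read as CellTiterGlo luminescence.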
S-ASM inh – inhibitors of human secretory acid sphingomyelinase. P17405. placental ASM, HMU-PC fluorogenic substrate, 60 min. Potency, µM (titrated, usually from 57.5 µM), inactives show at the top dose activity change, negative = inhibition, actives largely listed as inhibitors. 0.006% of 340,000 active. AID 504937; also: potency is read from the fitted curve at half-maximal effect
Target sequence (P17405 47-631 limits assumed): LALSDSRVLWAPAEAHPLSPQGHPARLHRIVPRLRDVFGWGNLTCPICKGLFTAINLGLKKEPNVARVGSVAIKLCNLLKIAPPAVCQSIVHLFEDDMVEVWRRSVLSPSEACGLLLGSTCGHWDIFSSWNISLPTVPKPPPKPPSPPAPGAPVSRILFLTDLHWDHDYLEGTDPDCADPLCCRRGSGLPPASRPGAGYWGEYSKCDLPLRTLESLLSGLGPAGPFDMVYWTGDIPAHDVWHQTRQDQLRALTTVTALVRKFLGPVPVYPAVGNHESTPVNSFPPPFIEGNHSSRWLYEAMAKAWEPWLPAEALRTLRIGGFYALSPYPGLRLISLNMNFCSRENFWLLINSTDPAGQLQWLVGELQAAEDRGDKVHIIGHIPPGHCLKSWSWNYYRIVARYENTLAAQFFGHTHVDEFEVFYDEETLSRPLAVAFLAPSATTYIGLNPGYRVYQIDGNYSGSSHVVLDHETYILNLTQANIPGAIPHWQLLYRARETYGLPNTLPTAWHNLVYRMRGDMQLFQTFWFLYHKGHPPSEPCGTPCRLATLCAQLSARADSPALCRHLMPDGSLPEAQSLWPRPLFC
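HMU-PC0 cleavage (9 uM final) by human placental ASM, 60 min at 37 °C following 10 min compound exposure at RT; stopped at pH 10, fluorescence Ex 386/Em 447 nm.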
TSG101-PTAP inh – blocks PTAP/TSG101 interaction to inhibit HIV-1 budding. Q99816. Fluorescence polarization, FITC-PTAP peptide / Tsg101 binding. Potency, µM (highest dose often 115 µM), without a hit: at the top dose activity change, negative = inhibition, actives largely listed as inhibitors. 340,000 tested, under 10 active. AID 493005; active = well fitted inhibition curve with a large enough effect in the main read-out, with a control signal flat, not every such curve was filed as active; inconclusive = small, poorly fitted or top-dose-only effect, or effect the other way, or a change in a side signal; inactive = no such curve, though single readings can be large or run the other way; also: potency is read from the fitted curve at half-maximal effect; % of control where 0% means no effect
Target sequence (Q99816 whole entry, looked up): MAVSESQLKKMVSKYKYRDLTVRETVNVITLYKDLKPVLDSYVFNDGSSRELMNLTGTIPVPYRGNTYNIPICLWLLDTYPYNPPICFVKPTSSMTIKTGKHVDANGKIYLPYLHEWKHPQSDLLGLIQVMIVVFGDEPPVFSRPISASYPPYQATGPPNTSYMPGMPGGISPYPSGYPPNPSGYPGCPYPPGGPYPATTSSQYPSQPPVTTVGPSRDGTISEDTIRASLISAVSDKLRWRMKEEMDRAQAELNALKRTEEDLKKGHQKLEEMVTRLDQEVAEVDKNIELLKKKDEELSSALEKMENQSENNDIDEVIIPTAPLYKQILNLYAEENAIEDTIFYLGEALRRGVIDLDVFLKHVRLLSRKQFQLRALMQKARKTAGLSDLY
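Fluorescence polarization binding of Tsg101 binding domain (10 uM final) to FITC-labeled PTAP peptide (50 nM final) in HEPES pH 7.5 buffer with NaCl, Tween 20, EDTA, TCEP. Compounds added before peptide; binding 20 min at RT.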
Starred values were filed as active, the others as inactive; i = inactive; ? = inconclusive; / = not tested or not shown; & = joins results of further samples; [ ] = another dose, or the depositor's remark. Unless noted, calls follow the shape of the dose curve; as a rule, active = well fitted curve in the direction sought with a large enough effect; inconclusive = small, poorly fitted or top-dose-only effect, or another doubt; inactive = no such curve, though single readings can be large; an effect the other way counts as inactive or inconclusive. Some of the compounds tested, so the mix of outcomes need not match the whole.

SMILES	A-T KAP1 phos	CXXC DNA block	a7 integrin act	Menin MLL FP TR	TCR activator	TSHR antag	MBNL1-CUG inh	Mito fusion yeast	S-ASM inh	TSG101-PTAP inh
COc1ccccc1NC(=O)Nc1ccc2c(c1)CCC2	6%	3%	-1%	/	2%	-14	-3%	-8%	-7%	1%
CCc1ccccc1NC(=O)c1ccc([N+](=O)[O-])s1	4%	7%	-52%[inhibitor]	33%[activator]	8%	-4	?	3%	0%	0%
CN(c1ccc(C(=O)Nc2ccc3c(c2)n(C)c(=O)n3C)cc1)S(C)(=O)=O	15%	22%	3%	-19%	2%	5	-1%	5%	-1%	-2%
O=C(COC(=O)c1cc(S(=O)(=O)N2CCCCC2)ccc1N1CCOCC1)c1ccc(Cl)cc1	-3%	/	-24%	/	1%	-9	/	?	-3%	-7%
O=C(O)COc1ccc(/C=C2\SC(=Nc3ccccc3)N(c3ccccc3)C2=O)cc1	3%	0%	3%	?	8%	-4	43%[activator]	3%	2%	-4%
CC(C)C(C(=O)NCC1CCCO1)N(C(=O)CNS(=O)(=O)c1ccc(F)cc1)C1CCCCC1 (stereo not drawn)	8%	-8%	-22%	/	14%	18	-17%	10%	-1%	-2%
CC(=NNC(=O)c1ccncc1)c1ccc2ccccc2c1O	/	/	-35%	/	-3%	/	/	/	-6%	?
COc1cc(/C=C(\C#N)C(=O)N2CCCCC2)ccc1O	-9%	-16%	-17%	-17%	4%	6	1%	1%	-1%	-5%
CN=C(Nc1ccc(Br)cc1)SC1CC(=O)N(c2ccc(OC)cc2)C1=O (stereo not drawn)	7%[11.5 µM]	-6%	23%	?	5%	-7	-1%	1%	-27%	4%
O=C(Nc1ccon1)c1ccc(N2CCCCC2)c([N+](=O)[O-])c1	-2%	-3%	8%	3%	1%	-6	/	7%	-2%	-13%
COc1cc(CNCCCCO)ccc1OCc1ccccc1F	-2%	32%[activator]	-50%[inhibitor]	-16%	-2%	-1	-1%	3%	1%	-1%
COc1ccc(S(N)(=O)=O)cc1C(=O)OCCCOC(=O)c1cc(S(N)(=O)=O)ccc1OC	-9%	13%	-6%	/	-5%	10	0%	1%	3%	-2%
O=C(COC(=O)c1cc(S(=O)(=O)Nc2ccccc2Cl)ccc1O)Nc1ccc(F)c(F)c1F	3%	/	-8%	/	-1%	-12	/	/	-9%	-5%
CN1CCN(C(=O)c2ccc3c(=O)n(-c4ccc(F)cc4)c(=S)[nH]c3c2)CC1	-1%	-8%	19%	3%	/	-6	/	?	5%	1%
CCN1/C(=C2\OC(=S)N(C)C2=O)Sc2ccccc21	0%	-3%	6%	17%	-2%	8	7%	1%	9%	-4%
Cn1c(Cc2cccc3ccccc23)nnc1SCC(=O)N1CCN(c2ccccc2)CC1	-7%	-1%	-13%	-6%	4%	-9	-7%	6%	-1%	-5%
COc1ccc(N2C(=O)C3C(c4ccc(OC)cc4O)NC(Cc4ccccc4)(C(=O)O)C3C2=O)cc1 (stereo not drawn)	2%	1%	12%	1%	/	3	4%	-8%	5%	-6%
COc1ccc(C(=O)c2c3ccc(C(F)(F)F)cc3[n+]([O-])n2CCCC(N)=O)cc1	-19%	/	10%	/	2%	-1	/	2%	-12%	-3%
CCn1c(SCC(=O)Nc2nc(C)cs2)nnc1C(NC(=O)c1ccccc1Cl)C(C)C (stereo not drawn)	1%	0%	12%	14%	-2%	-6	-4%	-4%	6%	-2%
CCN1C(=O)CC(C(=O)Nc2ccc(F)cc2)SC1=Nc1ccc2c(c1)OCO2 (stereo not drawn)	0%	-7%	16%	?	-3%	11	-5%	11%	-8%	-3%
Cc1[nH]c(=O)[nH]c(=O)c1N1CCOCC1	-5%	-2%	0%	/	-2%	-1	9%	-1%	4%	0%
COCOc1ccc(C=O)c(OCOC)c1	/	/	-12%	/	9%	/	/	/	7%	-2%
O=C(O)/C=C/C(=O)Nc1cccnc1	-2%	18%	37%	-2%	2%[46.1 µM]	2	5%	-2%	-2%	-5%
COc1ccc2nc(SCC(=O)Nc3ccc(S(=O)(=O)Nc4nccc(C)n4)cc3)[nH]c2c1	-3%	-14%	1%	-1%	4%	2	-5%	-1%	10%	3%
NC(=O)c1cc2ccc(O)cc2oc1=Nc1ccccc1	-15%	107%[activator]	0%	19%	2%	-14	?	4%	i	-6%
More compounds:
SMILES	A-T KAP1 phos	CXXC DNA block	a7 integrin act	Menin MLL FP TR	TCR activator	TSHR antag	MBNL1-CUG inh	Mito fusion yeast	S-ASM inh	TSG101-PTAP inh
CS(=O)(=O)N1CCN(c2ccccc2NC(=S)NC(=O)c2ccco2)CC1	/	/	-6%	/	-4%	/	/	/	-6%	-8%
CCN1C(=O)/C(=C/c2cccs2)N(C)C1=S	-13%	?	4%	?	2%	20	10%	-3%	-12%	-6%
CCCN1CCC(=O)N([C@H](CO)CC(C)C)CC1	-3%	-2%	-6%	13%	-2%	-6	-6%	2%	-1%	0%
CN(C)/C=C(\C#N)C(=O)c1cccc(Oc2ccc(Br)cc2)c1	3%	-10%	6%	29%	7%	-13	-19%	12%	7%	-10%
CCOC(=O)c1ccc[n+](CC(=O)c2ccccc2)c1	-1%	1%	24%	1%	7%[46.1 µM]	10	/	1%	1%	0%
COC(=O)[C@@H](NC(=O)O[C@@H]1C(=O)c2cc(Br)ccc2O[C@H]1c1cccc(OC)c1)C(C)C	4%	1%	/	-7%&0%	/	0	-6%	13%	/	/
CC(C)c1ccc(NC(=S)N(C)CCc2ccccn2)cc1	-1%	-1%	2%	-3%	-3%	16	2%	0%	4%	0%
COc1cccc(-n2nnc3c(=O)n(CC(=O)OCc4ccccc4)cnc32)c1	6%	-5%	17%	-17%	3%[46.1 µM]	-18	-7%	4%	-6%	-9%
C=CC(=O)Nc1cccc(Nc2nc(N[C@H]3CC[C@H](N(C)C)CC3)nc3c2ncn3C(C)C)c1	/	/	-41%[inhibitor]	/	7%	/	/	/	-6%	-7%
COc1ccccc1NC(=S)Nc1cccc2cnccc12	3%	3%	-32%	1%	4%[46.1 µM]	-2	39%[activator]	-4%	/	-4%
COCc1cc(=O)n2[nH]c(-c3cccc(Br)c3)cc2n1	-2%	10%	5%	7%	-2%	-9	-5%	-1%	1%	-1%
NC(=O)C1CCCN(CC(O)COCc2ccc(Cl)cc2)C1 (stereo not drawn)	21%	-1%	11%	-1%	3%	17	0%	9%	7%	-4%
CC[C@@H](C)[C@H](NC(=O)OC(C)(C)C)c1nnc(S(=O)(=O)Cc2cc(C)ccc2C)o1	5%	-3%	-1%	0%	1%	?	11%	-16%	43%	-7%
O=C(c1ccc(F)cc1)C1CCN(C(=S)Nc2ccccc2)CC1	5%	4%	-14%	13%	5%	3	1%	5%	-2%	-1%
Cc1ccc(-c2nnc3c4ccccc4c(C)nn23)cc1S(=O)(=O)N1CCN(C)CC1	/	/	-3%	/	1%	/	/	/	-8%	-9%
COc1ccc(NC(=O)CSc2nnc(-c3cccc(O)c3)o2)cc1	7%	6%	-12%	-9%	-5%	38	0%	3%	-2%	-1%
Cc1ccc(S(=O)(=O)NCC(=O)OCC(=O)c2ccc(Br)s2)cc1	-3%	4%	11%	/	2%	10	54%[activator]	1%	-4%	0%
COc1ccc(NC(=O)CSc2nc3ccccc3c(=O)n2CCC(=O)N2CCCCC2)cc1	1%	1%	-40%	/	-10%	-11	-7%	0%	-6%	-3%
CCc1cccc(NC(=O)CCc2c(C)nn(-c3ccc(N4CCOCC4)nn3)c2C)c1	-10%	8%	23%	/	-4%	0	0%	-1%	0%	-3%
c1ccc(SCCCCN2CCOCC2)cc1	10%	-7%	27%	1%	-10%	12	0%	2%	2%	-2%
O=C(N/N=C/c1ccc(Br)s1)c1ccncc1	-11%	0%	-5%	24%	0%	-5	?	6%	-1%	-7%
Cn1c(=O)c2c(SCC(=O)N3CCOCC3)nc(-c3ccccc3F)nc2n(C)c1=O	-4%	2%	-10%	-12%	6%	-15	270%[activator]	2%	-3%	/
CCOC(=O)c1c(C)c(C(=O)N2CCN(c3ccccc3)CC2)c(C)n1C	2%	-6%	-6%	-19%	3%	-6	-5%	-15%	0%	1%
CC(=O)Nc1ccc(N2CC(C)(C)C2=O)cc1	5%	-4%	14%	-10%	-5%	3	2%	-3%	4%	-2%

From PubChem
